Mcl1-Bid inh: disrupts binding of human Mcl-1 to Bid peptide. Q07820. TR-FRET Mcl-1/Bid-Dy647 peptide binding, 1536-well. inhibition, % at 21.7 µM. 220,000 compounds, 0.97% hits. AID 1021;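 active = compounds that cut the binding signal by more than half at the single screening dose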;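 note: His-tagged Mcl-1 with europium anti-His antibody binding Bid BH3 peptide; 0% = Mcl-1 plus peptide wells and 100% = peptide-only wells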
Target sequence (Q07820 whole entry, looked up): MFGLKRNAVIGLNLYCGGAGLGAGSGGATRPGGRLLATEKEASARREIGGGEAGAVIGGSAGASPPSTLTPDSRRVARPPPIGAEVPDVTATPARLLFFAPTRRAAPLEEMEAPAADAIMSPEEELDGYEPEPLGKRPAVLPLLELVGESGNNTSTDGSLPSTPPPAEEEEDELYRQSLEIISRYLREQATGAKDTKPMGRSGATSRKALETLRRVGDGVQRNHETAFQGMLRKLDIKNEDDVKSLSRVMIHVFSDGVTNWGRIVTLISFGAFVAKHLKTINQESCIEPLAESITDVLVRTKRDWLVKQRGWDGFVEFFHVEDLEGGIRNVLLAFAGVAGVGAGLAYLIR
RGS7-Gao: regulators of human RGS7-Galphao interaction. P09471. binding response (% of control), % at 10 µM. 220,000 compounds, 0.35% hits. Multiplexed bead flow cytometry, RGS7-Galphao binding; actives lie on both sides; in the data active = binding response below about 49% or above about 150%; inconclusive = no clear call, values can overlap the other calls; inactive = in between;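 note: fluorescent Galphao held in activated GDP-AlF4 state binding bead-coupled RGS7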
Target sequence (P09471 whole entry, looked up): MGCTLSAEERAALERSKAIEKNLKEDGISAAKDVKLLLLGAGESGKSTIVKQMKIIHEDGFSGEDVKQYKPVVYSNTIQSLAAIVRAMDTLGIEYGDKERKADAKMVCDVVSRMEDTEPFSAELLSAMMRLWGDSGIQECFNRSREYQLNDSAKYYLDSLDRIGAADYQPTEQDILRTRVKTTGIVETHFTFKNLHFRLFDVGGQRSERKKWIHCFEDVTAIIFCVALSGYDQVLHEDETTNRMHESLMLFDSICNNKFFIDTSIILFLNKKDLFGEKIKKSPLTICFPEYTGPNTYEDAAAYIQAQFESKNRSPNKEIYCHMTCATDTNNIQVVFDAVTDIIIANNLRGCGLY
Avidin bead fluor: avidin bead compound fluorescence profile; Avidin beads, compound fluorescence 488/530 nm, flow cytometry; stronger effect = higher value; fluorescence (KMESF) at 10 µM; 220,000 compounds, 0.38% hits; AID 1775; in the data active = fluorescence above about 47; note: inactives centre near 10
RGS8-Gao reg: human RGS8-Galphao interaction regulation | response (percent of control binding), % at 10 µM | multiplexed bead flow cytometry, RGS8-Galphao binding; actives lie on both sides | 220,000 compounds, 0.34% hits | P09471; in the data active = response below about 60% or above about 140%; inactive = in between;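 note: Galphao activated as the GDP aluminium fluoride complex binding bead-coupled RGS8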
ABCB1 block: inhibitors of human ABCB1 transporter, ABCG2 counter-screen; P08183; CCRF-Adr cells, JC-1 efflux, flow cytometry; inhibition, % at 6.6 µM; 190,000 compounds, 0.067% hits; AID 1326; in the data active = inhibition above about 40%;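 note: 0% = vehicle and 100% = reference inhibitor; higher value means more JC-1 retained so stronger ABCB1 efflux block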
Pf gametocyte: kills late stage P. falciparum gametocytes | P. falciparum stage V gametocytes, ATP luminescence, 24 h | 150,000 compounds, 0.065% hits | inhibition, % at 10.9 µM;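 active = inhibition above the mean plus 3 SD of compounds within the control limits, set per campaign, cut at about 38% in these data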;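 note: 0% = DMSO wells and 100% = medium only without gametocytes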
Mcl1-Noxa inh: Mcl-1/Noxa interaction inhibition | Q07820 | TR-FRET Mcl-1/Noxa peptide binding, 2 h | inhibition, % at 21.7 µM | 220,000 compounds, 1.5% hits | AID 1022;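 active = compounds that cut the protein-peptide binding signal by more than 50% relative to plate controls in a single-dose test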;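 note: His-tagged Mcl-1 with rhodamine Noxa BH3 peptide and terbium anti-His antibody; 0% = Mcl-1 plus Noxa peptide wells and 100% = peptide-only wells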
RGS4-Gao reg: human RGS4-Galphao interaction regulation; binding response (% of control), % at 10 µM; Multiplexed bead flow cytometry, RGS4-Galphao binding; actives lie on both sides; 220,000 compounds, 0.33% hits; P09471; AID 1415; in the data active = binding response below about 49% or above about 150%; inactive = in between;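 note: fluorescent Galphao activated with aluminum fluoride binding bead-coupled RGS4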
ABCG2 inh: inhibitors of human ABCG2 transporter, ABCB1 counter-screen | 190,000 compounds, 0.1% hits | IgMXP3 cells, JC-1 efflux, flow cytometry | inhibition, % at 6.6 µM | Q9UNQ0;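 active = inhibition above 80%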;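 note: 0% = DMSO and 100% = nicardipine control wells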
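test system = two drug-resistant human cell lines, ABCG2 and ABCB1 | amount = 3 million cells/mL final, two lines in 1:1 ratio | reagent = JC-1 transporter substrate | doses = one concentration, 6.6 µM final | incubation = 10 min at 25 °C | signal = flow cytometric JC-1 green MFI at 530 nm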
Bim-Mcl-1: inhibitors of Bim-Mcl-1 interaction, human. Bead-based flow cytometry, Bim peptide-Mcl-1 binding. AID 1009. 190,000 compounds, 0.1% hits. inhibition, % at 10 µM; in the data active = inhibition above about 40%;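 note: 0% = no compound tracer wells and 100% = peptide blocker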
GSH bead fluor: GSH bead compound fluorescence profile; GSH beads flow cytometry, compound fluorescence 488/530 nm; stronger effect = higher value; AID 1776; fluorescence (KMESF) at 10 µM; 190,000 compounds, 0.25% hits; in the data active = fluorescence above about 89;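 note: glutathione beads carrying GST-tagged Bcl family fusion proteins plus one bare bead set; values are compound well signal with DMSO vehicle wells as background; inactives centre near 16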
The depositor's hits bear a star; ? = inconclusive; / = no result given.

Every second line gives: Mcl1-Bid inh	RGS7-Gao	Avidin bead fluor	RGS8-Gao reg	ABCB1 block	Pf gametocyte	Mcl1-Noxa inh	RGS4-Gao reg	ABCG2 inh	Bim-Mcl-1	GSH bead fluor
> COc1ccc(CNC(=O)C(=O)NC2CCC(C)CC2)cc1 (centres undefined)
    -26	93	5	100	0.4	17	7	98	3	-3	12
> Cn1nc(CC(=O)NCc2cccc3ccccc23)c2ccccc2c1=O
    -3	106	7	91	-0.2	-17	-3	78	1	-1	15
> C1CCc2nnc(-c3nnc4n3CCCCC4)n2CC1
    -22	97	7	99	0.0	/	-15	96	0	-1	9
> CCOC(=O)C(Cc1ccc(OC)c([N+](=O)[O-])c1)NC(=O)CCC(=O)Nc1ccc(OC)cc1 (centres undefined)
    -13	94	3	95	0.6	-24	-4	90	3	-4	15
> O=C(Cn1cc(C(=O)c2cccs2)c2ccccc21)NCC1CCCO1 (centres undefined)
    0	102	13	103	0.0	8	-8	100	7	-1	33
> CCOC(=O)CCCNC(=O)COC(=O)c1cc2ccccc2cc1O
    -9	101	17	100	0.3	/	21	101	52	-3	33
> Cc1nc2ccccc2n1/C(=N\S(=O)(=O)c1ccccc1)c1ccccc1
    -7	99	10	99	0.5	0	11	100	1	-5	19
> Cc1nc2ccc(NS(=O)(=O)c3ccc(C)c(C)c3)cc2s1
    1	103	23	96	0.6	/	21	99	2	0	11
> Cc1nn(C)cc1CN(C)C(=O)CC12CC3CC(CC(C3)C1)C2
    -9	102	15	104	0.8	11	-7	102	-1	-1	15
> Cc1cc(C)cc(NC(=O)Cn2cnc3c(nnn3Cc3ccc(F)cc3)c2=O)c1
    -11	107	10	102	-1.4	24	-8	103	0	-1	9
> CS(=O)(=O)N(CC(=O)O)c1cc(Cl)cc(Cl)c1
    -6	102	14	100	0.0	/	1	103	1	-1	37
> Cc1nc(C)n(CC(O)COc2ccc(C(=O)c3ccccc3)cc2)n1 (centres undefined)
    0	90	10	98	0.5	/	16	97	2	-2	22
> Cc1c(O)nc2sc3ccccc3n2c1=O
    -63	?	6	103	/	-18	10	104	/	/	/
> COc1ccc(N2C(=O)C3C(C2=O)C(C(=O)c2ccccc2)N2CCCC32)cc1 (centres undefined)
    -15	?	8	98	/	23	2	101	/	/	/
> CCOC(=O)N1CCN(C(=O)c2ccc(CN(c3ccccc3)S(C)(=O)=O)cc2)CC1
    -12	98	6	103	0.1	18	-12	104	0	-7	27
> COc1ccc(-c2noc(COc3ccccc3OC)n2)cc1OC
    -22	103	9	101	0.6	/	-26	98	1	0	13
> O=C(NC(N1CCOCC1)C(Cl)(Cl)Cl)c1ccco1 (centres undefined)
    -9	96	11	103	-0.2	1	0	100	0	-3	12
> Cc1cccc(-c2ncc(CN3CCC(CO)(CCCc4ccccc4)CC3)cn2)c1
    -20	105	5	97	0.6	10	4	95	0	-2	19
> CCOC(=O)C1(CCSC)NC(c2ccco2)C2C(=O)N(CC)C(=O)C21 (centres undefined)
    -5	105	5	102	-0.1	-1	9	103	0	0	53
> CC(C)C(NC(=O)C12CC3CC(CC(C3)C1)C2)C(=O)O (centres undefined)
    -13	98	19	105	0.2	/	18	105	1	0	13
> Cc1cc(C)cc(OCC(=O)NCCN2CCOCC2)c1
    -44	98	6	101	0.1	/	8	100	-1	-1	13
> CCOc1cccc(-c2nnc3sc(COc4ccccc4)nn23)c1
    -1	99	33	99	0.0	-1	22	103	12	-1	19
> CCC(CO)NCc1ccc(-c2ccccc2)cc1 (centres undefined)
    10	100	12	103	-0.1	3	6	102	0	-1	13
> O=C(CN1CCc2ccccc2C1)Nc1ccc(F)cc1F
    -37	111	10	101	0.5	-3	4	101	5	9	9
> CCOC(=O)NC(c1ccc(C(C)C)cc1)C(Cl)(Cl)Cl (centres undefined)
    -12	100	5	100	-0.4	-19	11	100	-1	-22	18
> COc1ccc(/C(O)=C2\C(=O)C(=O)N(CCN3CCOCC3)C2c2ccccc2OC)cc1 (centres undefined)
    -76	98	5	95	-0.5	6	-10	99	-3	0	10
> Cc1ccc(-c2cc(Cc3ccccc3)c(=O)[nH]n2)cc1
    -5	?	11	99	/	-6	-4	104	/	/	/
> COc1ccc(/C(C)=N/N=C2/NC(=O)CC(C(=O)O)S2)cc1F (centres undefined)
    -31	?	8	103	/	6	11	103	/	/	/
> O=S1(=O)N=C(Nc2nncs2)c2ccccc21
    2	103	26	98	-0.4	/	49	100	-1	-1	22
> Cc1cc(C)nc(Sc2ccc([N+](=O)[O-])cc2[N+](=O)[O-])n1
    -11	98	12	102	0.1	6	-7	101	1	-2	4
> CC1CSc2nc3sc4c(c3c(=O)n21)CCCC4 (centres undefined)
    6	100	8	98	0.2	-17	2	100	0	0	20
> COc1ccc(/C(C)=N/NC(=O)c2nc(C)cc(C)n2)cc1
    -13	99	9	103	0.0	/	5	100	0	-2	9
> CC(C)(C)Cc1nnc(NC(=O)c2cc(-c3ccccc3)nc3ccccc23)s1
    -17	96	2	94	-0.1	/	0	100	-1	1	26
> CC(C)=CCN1CCN(CCCn2cccn2)CC1CCO (centres undefined)
    -7	98	9	101	0.5	16	-6	101	1	-1	9
> CCOC(=O)c1cc(C#N)c(NCc2ccccc2)nc1C
    /	101	8	103	0.5	/	/	97	16	1	32
> CCc1ccc(OCC(=O)O/N=C(\N)c2cccnc2)cc1
    -3	?	8	101	/	16	3	105	/	/	/
> O=C(O)CCC(NC(=O)OCc1ccccc1)C(=O)O (centres undefined)
    7	100	12	102	1.0	/	22	102	4	0	78
> O=C(Nc1ccccc1)c1ccc(NCc2ccco2)c(S(=O)(=O)N2CCOCC2)c1
    -6	97	7	103	1.8	/	9	98	12	-2	25
> CN1CCN(NS(=O)(=O)c2ccc(Cl)s2)CC1
    -37	98	12	97	0.1	-29	16	100	0	1	8
> COCCN1C(=O)c2ccccc2C(C(=O)Nc2ccc3c(c2)OCCO3)C1c1ccc(F)cc1 (centres undefined)
    -22	115	62*	99	1.7	5	-3	104	3	0	8
> COc1ccc([N+](=O)[O-])cc1NC(C)C
    -67	100	5	97	1.1	2	-9	92	15	-3	9
> CN1CC2(Cc3c1ccc1ccccc31)C(=O)OC(C)(C)OC2=O
    -55	102	10	102	0.2	3	6	101	2	-5	12
> O=C(CSc1ccc2ccccc2c1)NCCc1ccc(O)c(O)c1
    -84	?	11	86	-0.1	-8	36	91	0	-1	13
> CCN1CCN(/C=N/c2nc(C)cs2)CC1
    -30	103	37	99	0.2	-16	10	100	1	-6	21
> CCc1ccccc1Nc1nc(N)nc(COC(=O)c2cccn2C)n1
    5	95	34	102	0.3	/	11	99	2	0	22
> COc1ccc(OC)c(C(=O)C2COC(=O)C2)c1 (centres undefined)
    -14	100	5	99	-0.3	/	-2	99	0	-2	21
> COc1ccc(NC(=O)CSC2=NC(=O)CC(C)=N2)cc1
    1	101	12	100	1.3	/	4	102	5	-1	35
> C=CCn1c(SCC(=O)N(CC)C2CCS(=O)(=O)C2)nc2ccccc2c1=O (centres undefined)
    -52	?	10	101	/	-8	0	100	/	/	/
> COc1ccc(CCN(C)C(=O)c2ccc(S(=O)(=O)NCc3ccco3)cc2)cc1OC
    -14	98	2	99	0.2	26	8	98	1	-1	6
> COC(=O)C(Cc1ccc(O)cc1)NC(=O)c1ccccc1OC (centres undefined)
    -44	100	6	100	0.1	10	-2	98	0	5	7
> CCOC(=O)C(=CNc1cccc(C)n1)C(=O)OCC
    0	88	4	85	0.4	-13	6	88	1	-1	6
> COc1ccc(Cc2nnc(NC(=O)c3cccs3)s2)cc1
    6	97	20	102	1.5	/	12	99	11	1	15
> CC(C)(C)C(=O)Nc1ccc(C(=O)N/N=C/c2ccccc2OC(=O)c2ccc(Cl)cc2)cc1
    -3	98	2	99	0.3	4	10	99	-2	0	5
> O=C(c1ccccc1NS(=O)(=O)c1ccc(F)cc1)N1CCCC1
    4	104	7	103	0.1	24	3	106	0	-3	40
> O=C(c1ccccc1)N1CCN(S(=O)(=O)c2ccccc2)CC1
    -48	?	7	101	/	-36	10	100	/	/	/
> COc1c(/C=N/NS(=O)(=O)c2ccc(C)cc2)c(CCN(C)C(C)=O)cc2c1OCO2
    -23	?	8	100	/	-30	3	96	/	/	/
> CCOc1ccc(C(O)c2nccn2Cc2ccccc2)cc1 (centres undefined)
    -13	105	20	105	0.7	/	18	103	2	1	11
> Cc1cccc(NC(=O)Cn2nc(C(F)(F)F)cc2C2CC2)c1
    -39	103	4	100	0.1	/	-7	103	2	-1	19
> O=c1ccccn1CCOc1ccccc1Cl
    -10	98	2	102	0.3	/	-4	101	2	0	6
> S=c1[nH]nc(-c2ccccn2)n1/N=C/c1ccc(-c2ccccc2Cl)o1
    -111	?	11	98	-1.2	/	23	105	-2	0	14

Part of the list above, as comma-separated lines.
SMILES,Mcl1-Bid inh,RGS7-Gao,Avidin bead fluor,RGS8-Gao reg,ABCB1 block,Pf gametocyte,Mcl1-Noxa inh,RGS4-Gao reg,ABCG2 inh,Bim-Mcl-1,GSH bead fluor
COc1ccc(Cc2nnc(NC(=O)c3cccs3)s2)cc1,6,97,20,102,1.5,/,12,99,11,1,15
CC(C)(C)C(=O)Nc1ccc(C(=O)N/N=C/c2ccccc2OC(=O)c2ccc(Cl)cc2)cc1,-3,98,2,99,0.3,4,10,99,-2,0,5

(next part)
Every second line gives: Mcl1-Bid inh	RGS7-Gao	Avidin bead fluor	RGS8-Gao reg	ABCB1 block	Pf gametocyte	Mcl1-Noxa inh	RGS4-Gao reg	ABCG2 inh	Bim-Mcl-1	GSH bead fluor
> O=[N+]([O-])c1cccc(/C=N/n2cnnc2)c1O
    -29	92	14	99	0.5	-18	25	92	9	3	7
> CCN(CCCNC(=O)CSc1cc(=O)n(C)c2cc(Cl)ccc12)Cc1ccccc1
    -7	95	10	100	0.1	-7	16	97	0	-6	14
> COc1nc(-c2ccccc2)ncc1S(=O)(=O)c1ccccc1
    -27	94	9	95	1.6	-6	-5	95	4	0	19
> Cc1ccc(CC(=O)Nc2nncs2)cc1
    -21	101	31	99	1.6	-55	5	100	14	-5	19
> CCOC(=O)c1ccc2nc(CCC(=O)N[C@H](C(=O)OC)C(C)C)c(=O)n(CC)c2c1
    -29	98	10	97	0.5	7	4	95	2	-3	22
> Cc1ccc(C(=O)OCC(=O)Nc2sc3c(c2C#N)CCC3)cc1
    -46	106	23	100	-0.1	7	2	95	-1	-3	4
> CCOC(=O)N1CCN(S(=O)(=O)c2ccc(F)c(C(=O)Nc3ccc(C)c(Cl)c3)c2)CC1
    1	94	6	78	5.5	15	5	92	5	-1	29
> C/C(=N\Nc1nc2ccccc2[nH]1)c1ccc(N2CCOCC2)cc1
    -60	107	30	106	-0.1	-15	11	103	2	-2	9
> O=C(CCCc1c[nH]c2ccccc12)NCc1ccc2c(c1)OCO2
    -32	99	7	101	0.3	-6	7	98	3	-2	13

Bioassay records deposited in PubChem by several laboratories.
